Screening data as filed in PubChem.
CHRM4 PAM: human M4 muscarinic receptor positive allosteric modulators, primary screen, CHO-K1 cells, Fluo-8 calcium fluorescence; Muscarinic acetylcholine receptor M4 (Homo sapiens), P08173; CHO-K1 hM4/Gqi5, ACh EC20; 0% = ACh EC20, 100% = maximal ACh; activation, % at 3 µM; 360,000 compounds, 0.4% hits; AID 624126, 2012;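 active = activation above its plate's cutoff, the mean activation of sample wells plus 3 SD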; also: some results filed as inactive read as strong as hits
Target sequence (P08173 whole entry, looked up): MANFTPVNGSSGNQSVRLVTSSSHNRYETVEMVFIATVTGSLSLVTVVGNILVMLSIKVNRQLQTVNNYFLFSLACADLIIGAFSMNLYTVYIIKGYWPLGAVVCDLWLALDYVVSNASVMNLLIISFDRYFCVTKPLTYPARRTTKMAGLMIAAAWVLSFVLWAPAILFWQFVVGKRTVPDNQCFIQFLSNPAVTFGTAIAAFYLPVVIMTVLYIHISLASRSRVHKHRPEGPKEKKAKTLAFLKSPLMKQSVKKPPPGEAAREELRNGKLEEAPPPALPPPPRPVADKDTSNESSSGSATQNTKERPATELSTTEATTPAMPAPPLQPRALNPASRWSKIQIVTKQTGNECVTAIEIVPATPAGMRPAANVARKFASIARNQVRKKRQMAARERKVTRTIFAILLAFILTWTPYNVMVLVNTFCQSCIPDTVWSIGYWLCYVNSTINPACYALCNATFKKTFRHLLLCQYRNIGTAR
IDE inh: human IDE inhibitors in live cells, primary screen, fluorescence polarization, HEK cells, FAbetaB substrate; Insulin-degrading enzyme (Homo sapiens), P14735; AID 434962, 2010; FAbetaB cleavage; inhibition, % at 5.59 µM; 320,000 compounds, 0.41% hits;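 active = percent inhibition above the average of all tested compounds plus 3 SD, set per screening campaign, cut at about 16% in these data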;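 also: IDE supplied by intact live HEK cells; FP after avidin binding of uncleaved biotin substrate so inhibition keeps polarization high; 0% = DMSO wells and 100% = 60 µM reference IDE inhibitor Ii1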
MEKK3 PB1 HTS: modulators of MEKK3-MEK5 PB1 binding, primary screen, biochemical, wildtype MEKK3, multiplex bead flow cytometry, Alexa488-MEK5 | Mitogen-activated protein kinase kinase kinase 3 (Homo sapiens), Q99759 | binding response (% of control), % at 10 µM | 290,000 compounds, 1.4% hits | AID 1529, 2009 | bead-based flow cytometry, Alexa488-MEK5 binding to MEKK3; actives lie on both sides; 0 = blocked by unlabeled MEK5, 100 = vehicle;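 active = binding response more than 3 SD above or below the average of its plate-row segment, actives on both sides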;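 also: Alexa488 bead fluorescence after subtracting the streptavidin-only scavenger bead signal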
pCIP destab: p/CIP-EGFP fusion destabilizers, primary screen, fluorescence, F442A cells; 16 h; decrease of EGFP signal, % at 10 µM; 290,000 compounds, 0.01% hits;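 active = EGFP signal decrease of at least 30% at 10 µM or well 3 SD below plate mean, unless failing retest; inactive = the rest, including hits failing retest or dose response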; also: some compounds called inactive have numbers as strong as hits; many of its hits are not listed in these tables
IDE cell activ: human IDE activators in live cells, primary screen, fluorescence polarization, HEK cells, FAbeta-B substrate; Insulin-degrading enzyme (Homo sapiens), P14735; FAbeta-B cleavage; 0% vehicle, 100% cell-free pure enzyme wells; activation, % at 5.96 µM; 340,000 compounds, 0.073% hits; AID 493087, 2011;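 active = activation above the mean of all tested compounds plus 3 SD, set per screening campaign, cut at about 17% in these data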
CRFBP-R2 agonist: agonists of CRF-BP/CRF-R2 complex, primary screen, cell-based, HEK293, calcium dye fluorescence, uHTS | AID 588473, 2011 | CRF-binding protein / CRF receptor 2 complex (human) | calcium dye fluorescence (FLIPR); percent of saturating CRF peptide response | activation, % at 13.2 µM | 350,000 compounds, 0.46% hits;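 active = activation of at least 50%, plus an integration ratio under a set limit after plate pattern correction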;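 also: plate controls were neutral control wells without compound for no effect and CRF at EC100 for full effect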
GalR3 antag: GalR3 antagonists in HEK293 cells, primary screen, cell-based, fluorescence readout. inhibition, % at 3 µM. 360,000 compounds, 0.44% hits. Galanin receptor type 3 (Homo sapiens), O60755. HEK293 GalR3-CNG cAMP membrane potential fluorescence; galR3 body fused to GalR1 C-terminus;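 active = inhibition above the screen-wide average plus 3 SD, cut at about 13% in these data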;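 also: forskolin and galanin both at EC90 stimulate the cells; cAMP rise reported by CNG channel membrane potential dye signal; 0% = forskolin plus galanin with DMSO and 100% = forskolin alone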
Target sequence (O60755 1-299 limits assumed): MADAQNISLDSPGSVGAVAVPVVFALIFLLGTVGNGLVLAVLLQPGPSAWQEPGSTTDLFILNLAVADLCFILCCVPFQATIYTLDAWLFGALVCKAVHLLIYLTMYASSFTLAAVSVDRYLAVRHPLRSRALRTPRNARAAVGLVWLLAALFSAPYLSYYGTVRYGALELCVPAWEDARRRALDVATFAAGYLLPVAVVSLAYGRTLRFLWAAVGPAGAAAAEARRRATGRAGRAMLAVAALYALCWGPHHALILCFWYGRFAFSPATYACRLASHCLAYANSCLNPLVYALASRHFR
PHOSPHO1 block: PubChem AID 1565 | Phosphoethanolamine/phosphocholine phosphatase (Homo sapiens), Q8TCT1 | recombinant PHOSPHO1, absorbance phosphatase assay | inhibition, % at 13.3 µM | 290,000 compounds, 1.1% hits; in the data active = inhibition above about 60%
Target sequence (Q8TCT1 whole entry, looked up): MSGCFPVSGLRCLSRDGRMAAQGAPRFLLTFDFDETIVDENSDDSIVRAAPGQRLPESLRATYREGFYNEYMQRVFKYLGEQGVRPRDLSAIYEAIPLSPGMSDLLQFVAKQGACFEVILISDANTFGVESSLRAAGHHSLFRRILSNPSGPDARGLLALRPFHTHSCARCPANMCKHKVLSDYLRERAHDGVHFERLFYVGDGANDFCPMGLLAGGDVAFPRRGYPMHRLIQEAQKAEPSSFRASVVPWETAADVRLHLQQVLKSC
CRFR2-BP antag: antagonists of CRF-BP/CRF-R2 complex, primary screen, cell-based, HEK293, calcium dye fluorescence, uHTS; CRF-induced calcium fluorescence; inhibition, % at 11.8 µM; 350,000 compounds, 0.59% hits; AID 588475, 2011;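 active = inhibition of the ligand-induced calcium signal above about 50% at the single tested concentration, limit read from the data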
Starred values were filed as active, the others as inactive; . = not tested or not shown; [ ] = another dose, or the depositor's remark.

Preview, 3 compounds:
SMILES	CHRM4 PAM	IDE inh	MEKK3 PB1 HTS	pCIP destab	IDE cell activ	CRFBP-R2 agonist	GalR3 antag	PHOSPHO1 block	CRFR2-BP antag
O=C1NC(=S)NC(=O)C1Cc1ccccc1O	12.6	.	.	.	5.5	-0.9	-3.6	.	-4.5
Cn1cc(NC(=O)CCl)cn1	0.2	-1.9	103.0	0.2	2.0	0.2	-5.6	41.7	1.6
CCC(C)NC(=O)c1c(N)n(CC2CCCO2)c2nc3ccccc3nc12 (stereo not given)	-4.0	-3.5	82.0*[inhibitor]	-7.3	3.7	1.4	-5.0	-6.1	-19.0

All compounds of this part (from the top)
SMILES	CHRM4 PAM	IDE inh	MEKK3 PB1 HTS	pCIP destab	IDE cell activ	CRFBP-R2 agonist	GalR3 antag	PHOSPHO1 block	CRFR2-BP antag
O=C1NC(=S)NC(=O)C1Cc1ccccc1O	12.6	.	.	.	5.5	-0.9	-3.6	.	-4.5
Cn1cc(NC(=O)CCl)cn1	0.2	-1.9	103.0	0.2	2.0	0.2	-5.6	41.7	1.6
CCC(C)NC(=O)c1c(N)n(CC2CCCO2)c2nc3ccccc3nc12 (stereo not given)	-4.0	-3.5	82.0*[inhibitor]	-7.3	3.7	1.4	-5.0	-6.1	-19.0
Cc1cccc(-n2c(O)c(C)c(=O)[nH]c2=S)c1	0.3	.	102.0	-14.3	-0.8	5.3	-1.3	53.2	-10.8
CCOP(=S)(OCC)SCCSCC	4.8	1.1	.	.	2.5	-3.0	-2.1	.	25.0
C=CCC1([C@@H](C)CCC)C(=O)NC(=O)NC1=O	3.4	3.4	.	.	3.5	-0.3	2.1	.	-4.8
CCN(CC)c1ccc(N=Cc2c(O)n(-c3cc(OC)ccc3OC)c(=O)[nH]c2=O)cc1	4.7	2.3	87.0	-10.2	-7.1	16.4	-2.7	-7.7	10.0
COC(=O)c1ccccc1OP(=O)(c1cccc([N+](=O)[O-])c1)c1cccc([N+](=O)[O-])c1	-9.2	5.0	98.0	-3.0	1.9	-0.2	2.4	-12.5	3.4
CCCCCCn1c(=O)c(C(=O)Nc2ncccc2O)c(O)c2ccccc21	4.4	2.7	97.0	15.7	5.1	-1.3	-10.7	8.5	3.9
CCN(CC)c1ccc(/C=C2\C(=O)NC(=S)N(c3ccc(OC)cc3OC)C2=O)o1	-5.2	33.4*	.	.	-32.7	29.0	.	.	-11.8
Cc1ccc(/C=C2/Sc3ccc(C(=O)N4CCC5(CC4)OCCO5)cc3NC2=O)cc1	-6.2	-1.6	97.0	-2.1	-0.4	2.5	-1.7	39.5	2.9
O=c1[nH]c(CN2CC=C(c3ccccc3)CC2)nc2scc(-c3ccccc3)c12	-2.9	0.1	99.0	-6.1	6.4	3.6	-5.6	34.3	5.1
O=c1[nH]c(=O)n(Cc2ccco2)c(O)c1/C=N/N1CCCCC1	-2.0	0.5	109.0	-1.7	-4.4	1.6	-5.6	-6.0	9.1
COC(=NC1CCCCC1)C(O)c1c[nH]c2ccccc12 (stereo not given)	2.0	2.7	105.0	-7.7	4.0	-0.6	-3.5	15.7	-8.5
CCOC(=O)Cn1cc(C(=O)c2ccccc2F)c2ccccc21	3.9	1.2	101.0	-15.0	-0.6	-0.4	-2.4	26.7	15.6
C[C@@H]1O[C@@H](O[C@H]2C[C@@H](O)[C@]3(CO)[C@H]4[C@H](O)C[C@]5(C)[C@@H](C6COC(=O)C6)CC[C@]5(O)[C@@H]4CC[C@]3(O)C2)[C@H](O)[C@H](O)[C@H]1O (stereo not given in full)	-15.0	1.8	108.0	-16.5	2.6	-0.8	21.5*	6.0	-42.3
CNC(=O)Oc1cccc(-c2cn3cc(OC(=O)NC)ccc3n2)c1	16.6	6.0	105.0	-14.1	4.5	12.3	0.2	-12.2	-16.0
Cc1ccc(-n2c(O)c(C=NCC3CCCO3)c(=O)[nH]c2=O)c(C)c1 (stereo not given)	-0.8	0.1	100.0	9.1	5.8	0.8	-3.0	1.8	-5.6
NCCc1c[nH]c2ccccc12	1.0	-2.8	92.0	10.3	3.9	0.0	-7.6	2.9	-3.8
O=C(NCC1=C(c2ccc3ccccc3c2)C[C@@H]2CC[C@H]1N2Cc1ccco1)c1cccnc1	-8.4	.	.	.	.	5.3	-6.4	.	-11.4
COC(=O)C1=C(c2cccc(OCc3ccccc3)c2)C[C@@H]2CC[C@H]1N2C(=O)NCc1ccc2[nH]ccc2c1	11.5	0.2	.	.	5.7	0.6	-3.0	.	-3.5
COc1ccc(-c2nc(CSCC(=O)N3CCC4(CC3)OCCO4)c(C)o2)cc1OC	0.7	-1.9	109.0	-8.7	-0.8	2.2	-3.1	20.2	19.9
O=C1C(Cc2cnc[nH]2)NC(=S)N1c1ccccc1 (stereo not given)	-0.4	.	106.0	-1.4	3.5	3.8	-8.7	40.4	-7.2
CN1CCC(C)(O)C2CCCCC21 (stereo not given)	1.4	0.8	109.0	-3.2	1.0	0.6	-4.2	20.5	-7.3
C=CCn1c(O)c(C(C)=NCCO)c(=O)[nH]c1=O	4.6	2.8	99.0	-9.8	-0.1	-0.9	-6.8	8.9	9.9
CCCCC1(CC)COP(=O)(OCC(Cl)(Cl)Cl)OC1 (stereo not given)	4.5	.	.	.	2.6	-1.4	-5.3	.	-2.5
CCCCC(=O)N/N=C/c1c(O)n(CCc2ccc(OC)c(OC)c2)c(=O)[nH]c1=O	0.8	-8.4	104.0	-4.5	3.1	-2.0	-4.4	18.6	-5.6
CN(C)CCCN=Cc1c(O)n(CCc2ccc(F)cc2)c(=O)[nH]c1=O	-1.5	-0.9	118.0	-5.3	0.0	0.5	-0.6	13.5	-7.0
COC(=O)C1=C(c2c(C)noc2C)C[C@@H]2CC[C@H]1N2C(=O)NCc1ccc(C(F)(F)F)cc1	0.6	-1.6	.	.	-3.5	-0.1	-4.6	.	-1.9
COC(=O)[C@@H]1C[C@@]1(C)[C@@H](NP(=O)(c1ccccc1)c1ccccc1)c1ccccc1	5.8	1.2	102.0	0.3	-1.4	-2.7	-6.1	8.4	-1.8
Cc1cccc(OCC(=O)N2CCN(Cc3cccnc3)CC2)c1	6.4	-1.2	90.0	-8.4	0.5	-0.3	-3.7	-1.1	26.5
Cc1cc(C)nc(/N=C(\N)c2c(O)[nH]c(=O)[nH]c2=O)n1	4.9	2.5	104.0	-11.9	6.1	1.2	-2.8	13.9	18.5
Cc1ccc(N=Nc2c(O)[nH]c(=O)[nH]c2=O)c([N+](=O)[O-])c1	-8.8	3.1	102.0	-3.2	1.2	-6.2	0.7	3.8	35.8
CCc1ccc(CNCCc2ccc(F)cc2)cc1	-6.8	-1.7	99.0	0.5	-3.4	-0.4	-4.5	4.5	-16.8
c1ccc(-c2nc(N3CCOCC3)s[n+]2-c2ccccc2)cc1	-7.9	8.2	95.0	-0.7	-10.3	1.1	3.2	-7.4	8.6
C[N+](C)(C)Cc1ccccc1	-6.0	0.6	79.0	-2.4	2.2	0.6	.	3.5	3.5
CCC1(C)OC(c2ccccc2)=C/C(=C/C=C2C(=O)NC(=O)NC2=O)O1 (stereo not given)	-9.7	.	98.0	-23.0	-82.6	37.7	1.0	20.5	-73.1
NP(=O)(OCCCc1ccccc1)Oc1ccccc1 (stereo not given)	6.2	-1.6	106.0	4.4	3.8	-2.0	3.1	15.2	-0.1
COC(=O)C1C2c3ccccc3OC1(C)N=c1s/c(=C/c3cn(C)nc3C)c(=O)n12 (stereo not given)	4.0	-1.2	102.0	5.6	10.9	3.8	-2.5	27.9	-1.6
Cc1ccsc1C(=O)C1CCCN(Cc2cccc(OCCO)c2)C1 (stereo not given)	-4.1	-0.9	103.0	-12.9	4.7	-3.1	-4.6	43.6	16.3
CCN1CCN(C(=O)COc2cc(=O)n(CC)c3ccccc23)CC1	2.7	5.3	101.0	-5.6	3.1	0.4	-4.8	14.1	4.7
COC(=O)C1=C(c2ccc(F)cc2OCc2ccccc2)C[C@@H]2CC[C@H]1N2C(=O)N1CCCCC1	0.1	-0.3	.	.	5.7	-1.6	-8.2	.	-2.6
CC1CC(NC(=O)C2C3CCC(O3)C2C(=O)O)CC(C)(C)C1 (stereo not given)	13.9	-3.2	89.0	-15.3	3.2	-0.7	-3.5	11.7	17.1
O=C1NC(=O)C2(Cc3ccccc3N3CCCC32)C(=O)N1c1cccc(Cl)c1 (stereo not given)	-3.7	11.8	93.0	-10.2	2.2	-0.6	-2.5	-6.0	27.9
N#CC(C#N)=NNc1ccc(S(N)(=O)=O)cc1	15.9	-4.8	101.0	-11.6	-0.1	-8.7	-0.5	19.9	23.2
COc1ccc(CN2CCN(C(=O)Cc3ccccc3)CC2)cc1OC	0.2	.	.	.	.	0.1	-6.5	.	3.5
Cc1nc2ccccc2c(=O)n1-c1ccc(Br)cn1	3.1	2.7	98.0	-6.8	.	0.1	-2.1	35.7	-6.9
CCOC(=O)c1ccc(N=Cc2c(O)n(-c3ccc(OC)cc3)c(=S)[nH]c2=O)cc1	-4.8	5.6	122.0	-10.4	-0.3	-0.2	-0.8	31.2	-4.5
CC(=O)C1CCC2C3C(N4CC4)CC4=CC(=O)CCC4(C)C3CCC12C (stereo not given)	-0.6	.	.	.	0.1	0.5	-7.0	.	-1.0
CN(C)C(=O)O/N=C(\N)COc1ccc(C(C)(C)C)cc1	-3.5	-0.8	102.0	-6.2	-2.1	-2.5	3.3	20.3	-7.6
S=C(NC1CCCCC1)N1CCC(c2cnc[nH]2)CC1	4.3	-0.2	102.0	.	3.5	-2.3	.	.	13.9
Cc1c(C(=O)Nc2ccccc2)c2cc(O)ccc2n1Cc1ccccc1	-5.1	2.3	97.0	-5.0	-0.3	-4.9	-7.9	-21.3	-9.7
CC(O)(CS(=O)(=O)c1cccc(C(F)(F)F)c1)C(=O)Nc1ccc(C(F)(F)F)cc1 (stereo not given)	2.6	2.7	94.0	3.9	4.8	-3.0	-7.2	-38.1	-40.0
Nc1ccncc1	7.9	2.0	99.0	0.3	2.7	-0.5	.	1.1	-1.5
COc1ccccc1CN1CCN(C(=O)Cc2ccccc2)CC1	14.2	-1.1	107.0	8.0	-1.2	0.1	-0.7	-11.6	0.9
c1cncc(CNCCc2c[nH]c3ccccc23)c1	1.9	-5.8	88.0	9.0	3.0	-2.1	-2.4	-10.1	11.1
CC1=CC(O)C(O)C2(C)C1CC1OC(=O)C(O)C3C(C)C(O)C4(O)OCC13C42 (stereo not given)	1.3	.	.	.	0.0	-2.4	.	.	47.4
O=C(O)Cn1cc(C=C2C(=O)NC(=O)NC2=O)c2ccccc21	6.9	-4.9	103.0	-17.0	-1.0	0.7	-5.2	32.6	11.7
O=C1Nc2ccccc2/C1=C/c1nc2ccccc2c(=O)n1-c1ccc(O)cc1	-10.0	-5.3	101.0	2.4	1.4	-1.9	-1.4	27.4	15.4

A portion of the library. The share of hits here may be higher or lower than overall.
